High-throughput results (PubChem BioAssay)
CHT block – inhibitors of human choline transporter CHT | AID 488975, 2010 | CHT-expressing cells, membrane potential dye, choline response; active compounds read low | B-score at 10 µM | High affinity choline transporter 1 (Homo sapiens), Q9GZV3 | 310,000 compounds, 0.86% hits;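 active = B-score over 3 SD under the library average, and starting fluorescence ratio not unusually high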;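 note: choline stimulus applied at its EC90 after an EC20 pre-addition; B-score computed on integrated fluorescence ratio after choline addition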
Target sequence (Q9GZV3 whole entry, looked up): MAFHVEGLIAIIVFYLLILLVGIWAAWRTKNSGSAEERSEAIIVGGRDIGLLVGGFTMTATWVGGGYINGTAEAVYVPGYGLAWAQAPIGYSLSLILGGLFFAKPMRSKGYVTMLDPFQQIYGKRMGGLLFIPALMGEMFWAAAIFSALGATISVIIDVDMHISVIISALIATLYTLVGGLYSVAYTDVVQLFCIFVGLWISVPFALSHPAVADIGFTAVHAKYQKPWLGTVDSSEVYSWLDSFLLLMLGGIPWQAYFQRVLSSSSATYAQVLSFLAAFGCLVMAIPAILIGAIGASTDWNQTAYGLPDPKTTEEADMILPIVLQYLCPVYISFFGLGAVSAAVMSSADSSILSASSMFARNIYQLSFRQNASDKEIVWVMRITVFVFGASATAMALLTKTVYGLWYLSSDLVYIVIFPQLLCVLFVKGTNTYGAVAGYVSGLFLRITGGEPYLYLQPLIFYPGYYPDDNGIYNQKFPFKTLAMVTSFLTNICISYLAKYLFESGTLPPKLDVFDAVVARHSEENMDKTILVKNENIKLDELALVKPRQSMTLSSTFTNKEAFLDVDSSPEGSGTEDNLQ
Kir21 inh – inhibitors of mouse Kir2.1 inward-rectifier potassium channel; 310,000 compounds, 0.85% hits; AID 1672, 2009; HEK293-Kir2.1, FluxOR thallium flux fluorescence; active compounds read low; B-score at 10 µM;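 active = fluorescence ratio B-score at or below minus 3 SD of library scores, with starting-brightness B-score within 2 SD, cut at about -4.2 in these data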;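 note: channel flux triggered by added potassium and thallium sulfate stimulus; B-score of peak minus minimum fluorescence over baseline after thallium stimulus; more negative B-score means stronger Kir2.1 block with less thallium influx; some compounds called inactive have numbers as strong as hits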
Target sequence (P35561 whole entry, looked up): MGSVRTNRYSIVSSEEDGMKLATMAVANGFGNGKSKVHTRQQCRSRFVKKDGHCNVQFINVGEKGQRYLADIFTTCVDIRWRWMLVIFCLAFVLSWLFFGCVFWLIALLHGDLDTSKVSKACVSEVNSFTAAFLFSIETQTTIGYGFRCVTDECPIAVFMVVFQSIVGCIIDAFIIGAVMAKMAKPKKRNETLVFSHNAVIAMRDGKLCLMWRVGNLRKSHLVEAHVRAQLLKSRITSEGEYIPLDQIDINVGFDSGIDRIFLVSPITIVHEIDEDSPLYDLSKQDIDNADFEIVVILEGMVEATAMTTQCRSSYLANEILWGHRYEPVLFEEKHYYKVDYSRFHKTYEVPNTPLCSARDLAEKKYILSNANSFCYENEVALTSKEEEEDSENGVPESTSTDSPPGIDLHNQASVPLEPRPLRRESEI
An asterisk follows results filed as active; i = inactive; x = no result given; & = joins results of further samples.

Kir21 inh | CHT block | structure
0.79 | i | CC1=C(C(=O)OCc2ccc([N+](=O)[O-])cc2)N2C(=O)C(NC(=O)Cc3ccccc3)C2SC1 (stereo not given)
0.45 | i | COc1ccc([N+](=O)[O-])c(OC)c1C(=O)NC(=O)Nc1nc(C)cc(C)n1
-0.4 | i | Cc1ccc([N+](=O)[O-])c2c1C(N1CC(C)OC(C)C1)C(C)(C)O2 (stereo not given)
-0.01 | i | Cc1cc(NC(=O)C2COc3ccccc3O2)no1 (stereo not given)
0.62 | i | CS(=O)(=O)n1nc(-c2ccccc2)nc1NCc1ccco1
-1.4 | i | COc1ccccc1NC(=O)CSc1nnc(C2CCCCC2)n1-c1ccccc1
1.2 | i | C=CCNC(=S)NNC(=O)c1cc(O)ccc1O
-4.5* | i | O=C(c1ccc(Cl)cc1)N1CCN=C1c1ccccc1
-1.8 | i | CC(C)=CC(O)C/C(C)=C/COc1ccc2ccc(=O)oc2c1 (stereo not given)
-0.8 | i | CCOC(=O)c1ccc(NC(=S)N2CCC(O)CC2)cc1
1.5 | i | O=C(NC1=NCCS1)c1cccc2ccccc12
-1.4 | i | S=c1[nH]nc(C2CC2)n1Cc1ccccc1
0.95 | i | CCCNC(=O)c1ccc(SC)cc1OC
-0.48 | i | COc1cc(OC)c(NC(=O)c2sc3ncn(CC(=O)N4CCOCC4)c(=O)c3c2C)cc1Cl
-0.01 | i | CCN(CC)CCn1c(-c2ccccc2)nc(=S)c2c1CC(C)(C)OC2
0.89 | i | CC[C@@]12C(=O)N(c3cccc(Br)c3)C(=O)N1[C@H](c1cccc(C)c1)[C@@H]1C(=O)N(Cc3ccccc3)C(=O)[C@@H]12
-0.07 | i | CC1CCN(C(=O)CSc2nc3c(cnn3-c3ccc(Cl)cc3)c(=O)[nH]2)CC1
-0.28 | i | Cc1cccc(C(=O)NC(=S)Nc2cccc3nc(C)ccc23)c1
-0.28 | i | O=S(=O)(CC(O)COc1ccccc1Cl)c1ccccc1 (stereo not given)
1.5 | i | COC(=O)c1c(C(=O)OC)c(-c2ccc(OC)cc2)n2c1CS(=O)C2 (stereo not given)
1.8 | i | CCC(C)NC(=O)CSc1nc2ccccc2c(=O)n1CCCN1CCCCC1 (stereo not given)
0.6 | i | COc1cccc(CN2CC(C(=O)N(C)Cc3ccc(C)cc3)CCC2=O)c1 (stereo not given)
0.88 | i | CS/C(=C\[N+](=O)[O-])Nc1ccc(C)cc1
0.75 | i | O=C(Nc1nnc(SCC(=O)N2CCCCC2)s1)C1CCCCC1
-2.5 | i | Cc1cc(C(=O)CNCc2ccco2)c(C)n1-c1ccc(F)cc1
0.25 | i | Cc1ccc2c(Cl)c(C(=O)NCc3cccnc3)sc2c1
0.62 | i | COc1ccccc1NC(=O)N1CCC(C(=O)c2ccc(Cl)cc2)CC1
0.94 | i | COCCNC(=O)c1ccccc1-c1ccccc1C(=O)O
-1.1 | i | O=C(N/N=C/c1c(F)c(F)c(F)c(F)c1F)c1ccc(Cn2cc(Br)cn2)o1
0.46 | i | O=S(=O)(c1ccccc1)N1CCC(O)(CN2CCN(c3ccccc3)CC2)CC1
0.73 | i | COc1ccc(NC(=O)CN(C)C2CCCCC2)c([N+](=O)[O-])c1
0.56 | i | Cn1cc(/C=C(\C#N)C(=O)Nc2ncc(Cc3ccc(Cl)cc3)s2)c2ccccc21
-0.45 | i | O=C(c1ccc(F)cc1)c1cn[nH]c1-c1ccccc1O
-1.2 | i | Cc1cc(NC(=O)CSCC(=O)Nc2nc3ccccc3[nH]2)no1
0 | i | COCCn1nnnc1CN1CCC(NC(=O)c2ccc(Br)cc2)CC1
-2.1 | -12* | Cc1ccc(C2CC2C(=O)NNC(=S)Nc2cccc(Cl)c2)cc1 (stereo not given)
0.07 | i | O=c1ccc(OCCOc2ccccc2)nn1-c1ccccc1
2.3 | i | Cc1ccc(-n2c(C)cc(C(=O)COC(=O)c3ccc[nH]c3=O)c2C)cc1
0.62 | i | CCC(=O)Nc1cccc(C(=O)Nc2nccs2)c1
-0.32 | i | CCN1C(=O)CC(C(=O)Nc2ccc(F)cc2)SC1=Nc1ccc2c(c1)OCO2 (stereo not given)
-0.4 | i | OC(c1ccccc1)(c1ccc(F)cc1)C(c1ccccc1)N1CCOCC1 (stereo not given)
x | i | COCCOC(=O)C1=C(N)OC2=C(C(=O)CCC2)C1c1cccnc1 (stereo not given)
0.17 | i | CNC(=S)N1CCC(c2nc3ccccc3s2)CC1
-0.51 | x | CC1CCN(c2nc3c(c(=O)n(C)c(=O)n3C)n2CCSc2nc3ccccc3o2)CC1
2.4 | i | CN1C(=O)c2ccc(C(=O)NCc3ccccc3)cc2C1=O
0.14 | i | COc1cc(/C=C2\SC(=S)N(NS(=O)(=O)c3ccccc3)C2=O)cc(OC)c1OC
0.08 | x | O=C(O)CSc1cc(C(=O)c2ccccc2O)cn2c(=O)c3c4c(sc3nc12)CCCC4
-0.46 | i | Cc1nn(C)c(-c2n[nH]c(=S)n2Cc2ccco2)c1Cl
-5* | i | CCOc1ccc(Br)cc1S(=O)(=O)N1CCSC1
-1.5 | i | Cc1n[nH]c(=S)n(NC(=O)CC(=O)Nn2c(=S)[nH]nc(C)c2=O)c1=O
-0.02 | i | COc1ccccc1-c1nc(C#N)c(N2CCC(C(N)=O)CC2)o1
1.7 | i | Cc1ccnc(NC(=O)CSc2nnc3c(n2)[nH]c2ccccc23)c1
-0.68 | i | COc1ccc2nc3oc(C(=O)N4CCN(c5cccc(Cl)c5)CC4)cc3cc2c1
3 | i | N#Cc1cc(C(=O)c2cc(Br)ccc2O)cn(C2CC2)c1=O
-1.8 | i | CCCCN(Cc1cc2cc(OC)ccc2[nH]c1=O)C(=O)c1ccccn1
0.77 | i | O=C(NC(=O)c1cccc(F)c1)OC[C@@H]1CCCN2CCCC[C@H]12
-0.02 | i | C=CCn1c(SCC(=O)Nc2ccc(F)cc2)nc2cc(C(=O)O)ccc2c1=O
0.51 | i | O=C(CN1CCN(C(=O)c2ccccc2)CC1)Nc1ccccc1
-2.1 | i | CCOC(=O)c1[nH]c(C)c(/C(O)=C2\C(=O)C(=O)N(CCCn3ccnc3)C2c2ccncc2)c1C (stereo not given)
-0.43 | i | O=C(COC(=O)CCOc1ccccc1)Nc1cc(S(=O)(=O)N2CCCCC2)ccc1Cl

(more compounds)
Kir21 inh | CHT block | structure
-0.17 | i | COc1cc(C2=NOC(C(=O)NCc3cccnc3)C2)cc(OC)c1OC (stereo not given)
-1.2 | i | COc1ccc(NC(=O)n2nc(OC(=O)c3cccs3)cc2N)cc1
0.87 | i | CCS(=O)(=O)N1Cc2ccccc2CC1C(=O)NCCc1ccccc1 (stereo not given)
1.1 | i | Cc1ccc(S(=O)(=O)NCC(=O)OCc2nnc(-c3ccccc3)o2)cc1
-0.73 | i | Cc1[nH]ccc(=O)c1OCc1ccccc1
0.68 | i | O=c1cc(-c2ccccc2)nc2n1Cc1ccccc1-2
-0.04 | i | O=C(Cn1cnc2c(cnn2-c2ccccc2)c1=O)OCc1ccccc1
-1.9 | i | O=S(=O)(c1ccc(Cl)cc1)c1nc(-c2ccco2)oc1N1CCCCC1
-1.6 | i | Cc1cc(C)n(CC(=O)NNC(=O)C2CC(=O)N(Cc3ccccc3Cl)C2)n1 (stereo not given)
-0.07 | i | COc1ccc(C(=O)Nn2c(SCC(=O)c3ccccc3)nc3ccccc3c2=O)cc1
-0.58 | i | O=C(O)CSc1nc2ccccc2n1C1CCCCC1
0.07 | i | Cn1c(SCC2CCCCC2)nnc1-c1ccncc1
-0.22 | i | CS(=O)(=O)c1ccc(-c2nnc(NC(=O)c3ccc(S(=O)(=O)N4CCCC4)cc3)o2)cc1
0.81 | i | CCOC(=O)CCC(NC(=O)c1ccc(NCN2C(=O)c3ccccc3C2=O)cc1)C(=O)OCC (stereo not given)
0.48 | i | Cc1cc(=O)oc2cc(OCCSc3nnc(-c4ccccc4)o3)ccc12
-1.1 | i | O=c1cc2c(nn1Cc1cccc(Cl)c1)-c1ccccc1CC2
0.37 | i | O=c1[nH]cnc2sc(-c3ccccc3)cc12
0.27 | i | CCCCN(C)CCCNC(=O)C1CC(=O)N(Cc2ccc(OC)cc2)C1 (stereo not given)
1.1 | i | CN(C)C=Nc1nc2ccccc2nc1N1CCCC1
-0.8 | i | CCOC(=O)C1CCN(C(=O)c2ccc(Br)o2)CC1

4 entries from above, field by field:
structure: O=C(O)CSc1nc2ccccc2n1C1CCCCC1
  Kir21 inh: -0.58	CHT block: i
structure: Cn1c(SCC2CCCCC2)nnc1-c1ccncc1
  Kir21 inh: 0.07	CHT block: i
structure: CS(=O)(=O)c1ccc(-c2nnc(NC(=O)c3ccc(S(=O)(=O)N4CCCC4)cc3)o2)cc1
  Kir21 inh: -0.22	CHT block: i
structure: CCOC(=O)CCC(NC(=O)c1ccc(NCN2C(=O)c3ccccc3C2=O)cc1)C(=O)OCC (stereo not given)
  Kir21 inh: 0.81	CHT block: i

Remaining list, next part
Kir21 inh | CHT block | structure
-0.38 | i | O=C(CSc1nnnn1-c1ccccc1)Nc1ccc(N2CCOCC2)cc1
0.03 | i | O=C(CCC(=O)Nc1ccc(F)cc1)N/N=C/c1ccc(O)cc1
1.4 | i | CCOC(=O)c1ccccc1NC1OC(=O)c2ccccc21 (stereo not given)
-1.5 | i | C/C(=N\S(=O)(=O)c1ccc(C)cc1)NC(=S)Nc1ccccc1
1.1 | i | CCCCn1c(N)c(N(CCOC)C(=O)CSc2nnc(-c3ccncc3)n2CCC)c(=O)[nH]c1=O
-0.55 | i | COc1cccc(N2C(=NC(=O)C3CCCO3)SC3CS(=O)(=O)CC32)c1 (stereo not given)
0.02 | i | CC1CCCN(c2ccc(C(=O)NCc3cccs3)cn2)C1 (stereo not given)
0.17 | i | CC(NC(=O)c1ccc(OC2CCN(S(=O)(=O)N(C)C)CC2)cc1)C1CC1 (stereo not given)
1.5 | i | COc1ccc(C(=O)C2CCN(C(=S)NCC3CCCO3)CC2)cc1 (stereo not given)
0.54 | i | Cc1ccc(N2C(=O)c3ccccc3C2=O)nc1
-0.01 | i | COc1cc(C)c(S(=O)(=O)Nc2ccc(CC(=O)O)cc2)cc1C
1.5 | i | Cn1cccc1C(=O)OCC(=O)NC(=O)NC1CCCCC1
-1.2 | i | CC1CCCC(NC(=O)CCNC(=O)c2ccccc2Cl)C1C (stereo not given)
-1&-1.6 | i | N#CC(=C=[N-])c1nc2ccccc2nc1-[n+]1cccc(NC(=O)c2ccccc2)c1
-2.8 | i | COc1ccc(CCCc2nnc(SCC(=O)Nc3cc(C)ccc3C)o2)cc1
-0.22 | i | Cc1cc(C)c(S(=O)(=O)Nc2ccc3c4c(cccc24)CC3)c(C)c1
2 | i | CCOc1cccc(-c2c(C(=O)N/N=C/c3cccnc3)nnn2-c2nonc2N)c1
0.64 | i | Fc1cccc(CCN2CCNC[C@@H]2Cc2ccccc2)c1
-0.03 | i | CNC(=O)NC(=O)CSc1nc2ccccc2n1CCOC
1 | i | C/C(=C\c1ccccc1)C(=O)Nc1cc(C)on1

Single records, from the list above. Order of screens: Kir21 inh | CHT block
`CCOC(=O)c1[nH]c(C)c(/C(O)=C2\C(=O)C(=O)N(CCCn3ccnc3)C2c2ccncc2)c1C` (stereo not given) is listed with -2.1 | i
`CCOc1cccc(-c2c(C(=O)N/N=C/c3cccnc3)nnn2-c2nonc2N)c1` is listed with 2 | i
`CCN(CC)CCn1c(-c2ccccc2)nc(=S)c2c1CC(C)(C)OC2` is listed with -0.01 | i
`Cc1ccc([N+](=O)[O-])c2c1C(N1CC(C)OC(C)C1)C(C)(C)O2` (stereo not given) is listed with -0.4 | i
`CNC(=S)N1CCC(c2nc3ccccc3s2)CC1` is listed with 0.17 | i

New compounds follow.
Kir21 inh | CHT block | structure
0.28 | i | COc1ccccc1N1CC(C(=O)Nc2nnc(SCC(=O)NCC3CCCO3)s2)CC1=O (stereo not given)
0.15 | i | Nc1nnc(SCC(=O)OCC(=O)Nc2ccc(Br)cc2F)s1
1.1 | i | C=CCOn1c(=O)c(-c2ccc(OC)cc2)[n+]([O-])c2ccccc21
1.4 | i | O=C(NCCNC(=O)c1cc(Cl)ccc1Cl)c1cnccn1
0.5 | i | NNC(=O)c1cc(C2CC2)nc2ccc(Br)cc12
-3.4 | i | CCOc1cc(/C=C2\N=C(SC(C)C(N)=O)N(c3ccc(OC(F)F)cc3)C2=O)ccc1O (stereo not given)
-1.3 | i | CCOc1ccccc1Nc1nnc(SCC(=O)Nc2nc(-c3ccc(OC)cc3)cs2)s1
-0.08 | i | COCCN1C(=O)c2ccccc2C(C(=O)NCC2CCCO2)C1c1c[nH]c2ccccc12 (stereo not given)
2.2 | i | Cc1ccn2cc(-c3ccc(O)c(O)c3)nc2c1
1.6 | i | C=CCSc1nnc(CC(OC)OC)n1-c1ccccc1
-1.2 | i | O=C(NCc1ccco1)c1ccccc1NS(=O)(=O)c1ccc(Br)s1
-1.6 | i | COc1cccc(OC)c1OCC(O)CN1CCN(c2ccc(F)cc2)CC1 (stereo not given)
-0.69 | i | CC1(C)Cc2c(sc(NC(=O)c3ccc(C(=O)c4ccccc4)cc3)c2C#N)C(C)(C)N1
-0.07 | x | Cc1ccccc1CCNC(=O)C1CCC(=O)N(CCc2cccc(F)c2)C1 (stereo not given)
0.03 | i | CCN(CC)CCCNC(=O)CSc1nc(-c2ccc(F)cc2)cc(C(F)(F)F)n1
-2.2 | i | Cc1c(C)n(C)c2ccc(C(=O)NCCCN3CCCCC3)cc12
-0.16 | i | COc1ccc(C(=O)Cn2nnc(-c3ccc(N4CCOCC4)cc3)n2)cc1OC
0.61 | i | CC1CCCCN1CCn1cnc2c([nH]c3ccccc32)c1=O (stereo not given)
-0.04 | i | Cc1ccc(N2CC(C(=O)Nc3ccc(N(C)C)cc3)CC2=O)cc1C (stereo not given)
